# Assay outcomes (PubChem)
# KKLEB tox = cytotoxicity in KKLEB CF airway cells, primary screen, cytotoxicity control for CF NF-kB inhibitor project, cell-based, uHTS, fluorescence assay plates. activity change (cytotoxicity), % at 5 µM. 360,000 tested, 0.36% active. KKLEB CF airway cells viability, ATPlite luminescence, overnight; stronger effect = lower value; cells stimulated with P. aeruginosa culture filtrate;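 active means corrected activity change at or below -50% at 5 µM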
# Peg3 promoter = Peg3 promoter-driven luciferase inhibitors, primary screen, cell-based, HeLa, luciferase luminescence; HeLa PEG-Prom luciferase reporter, overnight; inhibition, % at 20 µM; 360,000 tested, 1.7% active;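 active means inhibition of at least 50% at 20 µM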
# HIF-2a block = HIF-2a reporter inhibitors, primary screen, luminescence, 786-0 RCC cells | 786-0 RCC cells HIF-2a reporter, luciferase luminescence, overnight | inhibition, % at 18.8 µM | 360,000 tested, 0.72% active;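 active means inhibition of the luminescence signal of 40% or more relative to plate controls, in a single-dose primary screen at 18.75 µM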
# hiPSC survival = enhancers of single-cell hiPSC survival, primary screen, ATPlite luminescence. survival enhancement, % at 20 µM. AID 602274, 2012. 100% = ROCK inhibitor wells, 0% = DMSO. 360,000 tested, 0.044% active; in the data active means survival enhancement above about 18%;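 further: cells exposed to compounds for 16 hours before the ATP read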
# EBV LMP1 NFkB = EBV LMP1-driven NF-kappaB luciferase reporter inhibitors, primary screen, cell-based, luminescence, single point. LMP1-induced NF-kappaB luciferase reporter cells. inhibition, % at 12.5 µM. 350,000 tested, 0.69% active. AID 504558, 2011; in the data active means inhibition above about 41%;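 further: 0% = neutral control wells and 100% = reference inhibitor control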
# TRAIL sens C8 = viability loss with TRAIL in NB7+C8 cells, primary screen, TRAIL sensitizer project, cell-based, ATPlite luminescence; 360,000 tested, 1% active; inhibition (viability loss, TRAIL sensitization), % at 10 µM;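 active means compounds causing at least 50% loss of cell viability in the single-dose screen, relative to plate controls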
# MITF TRPM1 inh = inhibitors of MITF-dependent TRPM1 promoter reporter, primary screen, cell-based, SK-MEL-5, single point, luciferase | SK-MEL-5 TRPM1 promoter luciferase, 24 h | inhibition, % at 12.5 µM | 330,000 tested, 0.83% active;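 active means mean inhibition across replicates of 60% or more, whatever share of single replicates reaches that level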; further: values of inactives mirror those of a sister screen read the other way
# CF NFkB block = inhibitors of PAF-induced NF-kB signaling, primary screen, cell-based, GFP fluorescence, uHTS | KKLEB NF-kB-GFP reporter, GFP fluorescence overnight | inhibition, % at 5 µM | AID 588850, 2011 | 360,000 tested, 0.86% active;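 active means at least 50% inhibition at 5 µM, scaled per plate between neutral and stimulator controls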;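 further: PAF is a Pseudomonas aeruginosa culture filtrate used as stimulus; plate controls were PAF-stimulated DMSO wells for no effect and unstimulated DMSO wells for full effect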
# Shn3 inh set2 = reduction of Shn3 3'UTR firefly luciferase signal, primary screen, Schnurri-3 inhibitor project, cell-based, Clone20 osteoblasts, set 2 | Clone20 osteoblast Shn3 3'UTR firefly luciferase, 24 h | inhibition, % at 12.5 µM | 360,000 tested, 0.52% active | AID 588674, 2011;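 active means mean inhibition of at least 75% with every replicate also reaching 75%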;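 further: 0% = median of neutral control wells and 100% = pilot-screen positive control compound; some compounds past the cut are filed as inactive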
# NR2E3 ag-1 = inhibitors of NR2E3-RetCOR corepressor binding, primary screen, NR2E3 agonist project, biochemical, TR-FRET, GST-NR2E3, biotin-RetCOR. Photoreceptor-specific nuclear receptor (Homo sapiens), Q9Y5X4. 1536-well. inhibition of corepressor binding, % at 4.78 µM. 320,000 tested, 0.12% active. AID 2300, 2010;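 active means percent inhibition above the cutoff of mean plus 3 SD of all tested compounds, set per screening campaign, cut at about 20% in these data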;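 further: 0% = DMSO wells and 100% = biotin wells as full block of FRET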
# Target sequence (Q9Y5X4 whole entry, looked up): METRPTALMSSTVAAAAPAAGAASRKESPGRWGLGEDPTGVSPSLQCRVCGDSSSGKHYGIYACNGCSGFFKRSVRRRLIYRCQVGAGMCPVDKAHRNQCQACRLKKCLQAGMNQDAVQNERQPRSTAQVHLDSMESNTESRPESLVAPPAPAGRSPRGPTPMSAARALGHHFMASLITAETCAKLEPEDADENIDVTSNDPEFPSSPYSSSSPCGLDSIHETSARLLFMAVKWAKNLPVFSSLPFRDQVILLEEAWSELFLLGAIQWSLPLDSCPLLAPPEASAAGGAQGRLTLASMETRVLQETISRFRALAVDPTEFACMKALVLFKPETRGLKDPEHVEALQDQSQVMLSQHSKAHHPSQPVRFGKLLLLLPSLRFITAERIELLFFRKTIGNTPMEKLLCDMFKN
#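 Test system: GST-NR2E3 and biotin-RetCOR proteins | Quantity: 1.35 nM GST-tagged NR2E3 final | Medium: Tris pH 7.5 | Also added: 7 nM biotin-RetCOR | Dosing: Compound at 4.8 µM, single dose | Timing: 5 h at 4 °C | Detection: Time-resolved FRET | Read-out basis: Percent inhibition | Benchmarks: Biotin wells as high control, 0.6% DMSO wells as low control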
# NR2E3 ag-2 = NR2E3 agonists in two-hybrid cells, primary screen, cell-based, luminescence, CHO-S, Gal4-NCOR/VP16-NR2E3 | Photoreceptor-specific nuclear receptor (Homo sapiens), Q9Y5X4 | luciferase | inhibition of corepressor binding, % at 3.98 µM | 360,000 tested, 0.35% active | AID 602229, 2012;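 active means inhibition above the mean of all tested compounds plus 3 SD, cut at about 70% in these data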;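 further: 0% = DMSO with NR2E3 transfected cells and 100% = cells lacking NR2E3 construct; higher means lower luciferase signal from less NR2E3 corepressor binding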
# * marks the source's active call; other numbers are inactive results; x = no result given. A portion of the library; rates above refer to the full screens.
SMILES,KKLEB tox,Peg3 promoter,HIF-2a block,hiPSC survival,EBV LMP1 NFkB,TRAIL sens C8,MITF TRPM1 inh,CF NFkB block,Shn3 inh set2,NR2E3 ag-1,NR2E3 ag-2
CCC(=O)c1cc2c(C)cc(=O)oc2c(C)c1O,2,3,-15,2.7,0,1,-10,-64,-12,2,4
COc1ccccc1OCC(=O)NCC1CCCCC1,-7,-90,-9,-1.9,-6,-4,-8,10,-13,1,-18
C[C@H](NC(=O)C1CC(=O)N(c2ccc3c(c2)OCCO3)C1)C(=O)N1CCCCC1 (some centres not stated),10,-3,-3,-0.7,0,-4,0,-7,7,0,3
COc1ccc(C2N(Cc3ccccc3)CCN2Cc2ccccc2)cc1[N+](=O)[O-],-14,5,17,-0.2,6,5,0,8,-7,1,-17
O=C(COC(=O)Cc1cccc(C(F)(F)F)c1)Nc1ccc2c(c1)OCCO2,2,-6,5,-1.8,4,16,3,5,-63,0,-8
Cc1ccc(NC(=O)Cc2sc(C)nc2-c2ccc(C)cc2)cc1,6,-34,-30,0.4,0,2,-11,-17,2,0,-37
CCN(CC)S(=O)(=O)c1cc(C(=O)Nc2ccc(Cl)cn2)ccc1C,-7,-206,-184,-1.5,-8,27,-104,11,-43,0,-157
CN(C)S(=O)(=O)N1CCN(C(=O)c2ccccc2)CC1,18,3,-12,-1.8,-1,10,7,-14,-8,1,18
O=C(O)CC(Cc1ccc(Cl)cc1)C(=O)Nc1ccccc1 (configuration not stated),9,4,25,0.1,4,0,-2,-19,10,-1,12
CN(C)S(=O)(=O)c1cc(NC(=O)CSc2ncc(C(F)(F)F)cc2Cl)ccc1Cl,-18,5,-30,-0.7,7,18,3,25,12,-1,12
COc1ccccc1C(=O)N/C(=C\c1ccccc1)C(=O)NCc1ccco1,10,5,11,0.2,-4,-4,6,-19,12,2,-47
COc1ccc(Cl)cc1NC(=O)CCc1nnc2ccc(N3CCC4(CC3)OCCO4)nn12,-4,-6,4,-0.1,4,4,0,-7,0,0,0
COc1cc2cnncc2cc1OC,-9,5,22,0.9,-3,0,0,13,-11,0,-12
CS(=O)(=O)c1ccc(Cl)c(NC(=O)CSc2nc3ccccc3c(=O)n2Cc2ccco2)c1,-54*,29,15,-0.3,-2,15,27,43,41,-1,3
Cc1ccc(S(=O)(=O)Nc2cnn(-c3ccccc3)c(=O)c2Cl)cc1,24,26,15,-0.1,0,-2,2,-12,6,-27,-18
Cc1cccc(NS(=O)(=O)c2ccc(C3CCCCC3)cc2)n1,3,3,16,7.4,-2,-2,11,10,35,2,7
Cn1c(CSc2ccccc2)c(C#N)c2ccccc21,0,-231,-240,18,-29,6,-71,-3,-59,5,-89
CC(C)N(C(C)C)S(=O)(=O)c1ccc(N2CCc3ccccc3C2)nc1,-7,-168,-124,-0.5,-44,9,-66,16,-44,4,-88
CN1CCN(NC(=O)c2ccc(Br)c(S(=O)(=O)N3CCOCC3)c2)CC1,0,9,6,3.8,-1,-12,-3,7,0,-4,-11
Cc1ccc(N=Cc2c(O)n(-c3cc(Cl)ccc3N3CCOCC3)c(=O)c3ccccc23)cc1C,20,14,-19,-1.0,14,1,-7,-28,8,1,-31
Cc1cc(C(=O)Nc2ccc(Br)cc2)cs1,5,-334,-223,-0.4,-10,26,-29,-6,-73,-1,-28
CC(=O)C1(O)C(C)CC2C3CC(F)C4(O)CC(O)CCC4(C)C3CCC21C (configuration not stated),3,-12,-2,2.3,5,2,-13,19,3,x,7
CC(C)Cn1cc(C(=O)NCCCOC(C)C)c2c3ccccc3n(C)c2c1=O,-9,17,14,9.0,5,-7,2,5,4,-6,-29
Cc1ccc(NC(=O)CN2CCOCC2)c(Br)c1,2,-68,-82,0.3,-13,-4,5,15,-15,-3,-35
C/C(=N\NC(=O)c1ccc(Br)o1)c1cc2c(cc1NC(=O)CCC(=O)O)OCO2,6,24,20,0.4,0,-5,5,-1,1,x,-17
COc1ccc(C(OCC(O)CN2CCC(O)CC2)c2ccc(OC)cc2)cc1 (configuration not stated),2,-3,9,-0.6,1,3,-9,2,6,0,-52
CCOC(=O)c1ccc(S(=O)(=O)N2CCC(C(=O)NCc3ccccc3OC)CC2)cc1,-13,-3,10,-0.3,1,0,2,9,4,6,-2
COc1ccc(C(=O)NC(C)C2CC3CCC2C3)c(OC)c1 (configuration not stated),0,-3,-13,-0.3,3,-7,9,-15,-26,0,-12
O=C(C1CC1)N1CCc2cc(Br)c(S(=O)(=O)N3CCCCCC3)cc21,-13,5,20,2.7,-1,8,-3,27,7,x,-21
CC(=O)N1CCC(=O)Nc2ccc([N+](=O)[O-])cc21,10,4,18,3.1,-12,-1,17,3,18,3,-11
Cc1c(NC(=O)COC(=O)c2c3c(nc4ccccc24)CCCC3)c(=O)n(-c2ccccc2)n1C,3,5,12,-0.6,9,-11,5,-2,-34,-1,-10
Cc1ccc(C(C)C)c(OC(=O)/C=C/c2ccccc2)c1,16,1,8,-1.9,-5,5,7,10,-5,2,-10
O=c1[nH]c2ccc(Cl)cc2c(-c2ccccc2)c1CN1CCOCC1,-9,29,-4,1.3,-10,-3,5,-31,-21,3,-3
Fc1ccc(CN2CCCCCCC2)c(F)c1,11,1,7,-0.8,-5,-5,-11,-14,29,-2,1
Cc1cc(C)n(-c2ccc(OCC(=O)O)nn2)n1,2,-2,11,0.9,2,3,1,-14,5,-1,17
O=S(=O)(NC1CC1)c1ccc(Br)cc1N1CCC[C@H]1CO,-14,14,8,-1.3,-8,0,-2,11,0,x,-19
CN(C)c1cc(Nc2ccc(O)cc2)c([N+](=O)[O-])c2nonc12,0,-3,8,-0.3,-3,-6,-4,-4,12,-1,-20
COC(=O)c1sccc1NC(=O)c1cc(C)on1,15,-2,-17,-2.0,0,8,17,-22,10,2,8
O=C1CC(NS(=O)(=O)c2ccc(F)cc2)CN1c1ccc2c(c1)OCCO2 (configuration not stated),-2,-6,-4,-0.4,6,-3,-13,2,0,1,-21
C=CCS/C(N)=N\N=C\c1c(O)ccc2ccccc12,-10,-304,-272,-0.5,-25,43,-60,-30,-35,3,-150
COc1ccc(OCCOC(=O)c2cccs2)cc1,6,-152,-39,0.0,-8,-16,-53,-13,-125,2,-47
O=C(CN1CCC(NC(=O)c2cccc(F)c2)CC1)NCc1cccs1,12,21,14,3.5,-2,6,9,10,-2,-1,15
CCOC(=O)c1c(NC(=O)C(C)OC(=O)c2ccc(NC(=O)CC#N)cc2)sc2c1CCCC2 (configuration not stated),-26,-2,-2,1.0,5,30,-11,30,-8,2,-29
CN(C)c1ccc(P(=O)(OCc2ccccc2)C(O)c2ccccc2F)cc1 (configuration not stated),-6,8,16,-0.7,-4,-6,14,6,12,-4,11
CCCCCN(C(=O)CCC(=O)OCc1ccc(C(C)(C)C)cc1)c1c(N)n(CCCC)c(=O)[nH]c1=O,-7,19,19,-0.3,8,-5,18,37,53,-4,-14

# Given as tab-separated lines: two of the compounds above.
Molecule	KKLEB tox	Peg3 promoter	HIF-2a block	hiPSC survival	EBV LMP1 NFkB	TRAIL sens C8	MITF TRPM1 inh	CF NFkB block	Shn3 inh set2	NR2E3 ag-1	NR2E3 ag-2
O=C(CN1CCC(NC(=O)c2cccc(F)c2)CC1)NCc1cccs1	12	21	14	3.5	-2	6	9	10	-2	-1	15
CCOC(=O)c1c(NC(=O)C(C)OC(=O)c2ccc(NC(=O)CC#N)cc2)sc2c1CCCC2 (configuration not stated)	-26	-2	-2	1.0	5	30	-11	30	-8	2	-29

# Additional structures.
SMILES,KKLEB tox,Peg3 promoter,HIF-2a block,hiPSC survival,EBV LMP1 NFkB,TRAIL sens C8,MITF TRPM1 inh,CF NFkB block,Shn3 inh set2,NR2E3 ag-1,NR2E3 ag-2
CC(=O)NC(c1ccc(F)c(F)c1)c1nc(-c2ccc(F)c(Cl)c2)cs1 (configuration not stated),3,-6,-28,-2.2,x,-2,x,-55,-8,x,1
CC(Oc1ccc(F)cc1)C(=O)N1CCN(c2ncccn2)CC1 (configuration not stated),-16,15,6,-0.2,-3,-3,5,22,19,-1,-14
Nc1ncnc2c1ncn2[C@@H]1O[C@H](CN=C2NS(=O)(=O)c3ccccc32)[C@@H](O)[C@H]1O,5,6,0,-2.6,-5,10,0,-1,-25,x,-42
CSCCC(c1nnnn1C1CCCCC1)N1CCN(C/C=C/c2ccccc2)CC1 (configuration not stated),4,4,-10,-1.0,x,-40,x,-2,-8,x,-8
C/C(=N\OCC(=O)OCC(=O)N(Cc1ccccc1)C(C)(C)C)c1ccc2c(c1)OCO2,-1,21,9,-0.5,6,12,2,12,9,3,39
O=C(CN1C(=O)c2ccccc2C1=O)NC(Cc1ccccc1)C(=O)O (configuration not stated),-1,5,5,0.4,-8,-4,-1,6,-7,x,-17
CC(C)c1cc(C(=O)Nc2cc(Br)ccc2O)no1,3,-176,-347,2.0,-18,15,-37,6,-56,7,-80
COc1ccc(CNc2nc(-c3cccnc3)nn2S(C)(=O)=O)cc1,-4,12,14,1.4,-1,-10,1,18,-1,2,-7
CCOC(=O)c1ccccc1NC(=O)COC(=O)CC1CCCCC1,-5,13,7,0.2,-2,-13,-9,3,-13,-1,-5
COC(=O)c1c(N)c2ccccc2[nH]c1=O,-5,2,8,-4.9,0,-10,4,-1,10,4,-16
O=C1CC(NC2CCN(C(=O)c3cccc(F)c3)CC2)C(=O)N1 (configuration not stated),-3,16,4,-0.1,-10,-5,4,11,-2,7,1
Nc1c(N(CCCO)C(=O)C2CCCCC2)c(=O)[nH]c(=O)n1Cc1ccccc1,17,13,8,0.0,-3,9,0,-11,-14,x,-10
CCOc1c(C(N)=O)c(-c2ccccc2)c2c(=O)[nH]c3ccccc3n12,-3,7,-11,-3.0,-2,-4,-1,10,-3,-1,-3
CN(c1ccc(C(=O)NC2CCCC2)cc1)S(=O)(=O)c1ccc(Cl)cc1,-4,9,6,-0.2,-3,24,3,17,21,-1,-2
Cc1c(C(=O)O)cccc1-c1ccc(/C=C2\SC(=O)NC2=O)o1,4,26,26,0.0,10,4,10,1,14,-1,-28
CN(C)c1cc[nH]c(=O)c1C#N,3,9,8,0.1,-2,-9,2,-4,-11,1,-8
CC(C)OC(=O)c1cn(-c2ccccc2)nc1-c1ccco1,9,-3,6,2.6,-1,-23,-5,-4,-7,3,-7
O=C(O)C1C2C=CC(O2)C1C(=O)Nc1ccc(S(=O)(=O)N2CCc3ccccc32)cc1 (configuration not stated),1,3,16,-3.5,-5,11,1,23,-1,6,8
